PAX8 reporter: inhibitors of PAX8 transcriptional activity in RMG-I cells; RMG-I TPO-luciferase reporter, SteadyGlo, 24 h; inhibition, % at 12.6 µM; hit rate 1.2% among 360,000; AID 652154;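 active = mean replicate inhibition at least 60% with every replicate also reaching 60%; inconclusive = only one of the two criteria is met; inactive = mean below 60% and not all replicates reaching 60%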;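 also: luciferase light reporting Pax8 driven TPO promoter activity; plate controls were median of neutral control wells for no effect and mitoxantrone controls for full effect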
SIRT5 inh: blocks human SIRT5 desuccinylation of peptide; Q9NXA8; Purified SirT5, succinyl-peptide AMC, trypsin-coupled fluorescence; inhibition, % at 15 µM; hit rate 1.1% among 330,000; in the data active = inhibition above about 15%; inconclusive = no clear call, values can overlap the other calls
Target sequence (Q9NXA8 whole entry, looked up): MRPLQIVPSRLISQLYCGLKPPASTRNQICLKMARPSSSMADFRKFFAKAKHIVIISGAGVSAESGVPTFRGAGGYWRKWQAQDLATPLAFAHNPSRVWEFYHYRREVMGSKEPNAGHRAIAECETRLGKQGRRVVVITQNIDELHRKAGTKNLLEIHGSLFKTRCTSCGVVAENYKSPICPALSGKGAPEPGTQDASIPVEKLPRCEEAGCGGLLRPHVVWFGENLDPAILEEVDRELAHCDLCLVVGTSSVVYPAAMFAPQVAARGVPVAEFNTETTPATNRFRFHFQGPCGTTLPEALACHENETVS
LGR2 inh: inhibitors of bursicon-induced Drosophila LGR2 receptor cAMP signaling; HEK293 LGR2, CRE-luciferase, bursicon-stimulated, 4 h; inhibition, % at 9.99 µM; hit rate 0.35% among 380,000; AID 720647;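 active = drop in luminescence signal, shown as inhibition above about 50% in the replicate tests, limit read from the data, passing the limit was not always enough; inconclusive = probably only some replicates passing the limit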;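 also: agonist challenge used bursicon conditioned medium at about half maximal strength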
CASP6 VEID inh: caspase-6 (human) enzyme inhibition; purified caspase-6, Z-VEID-R110 cleavage fluorescence; hit rate 0.53% among 350,000; inhibition, % at 12.5 µM;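 active = mean inhibition across replicates at least about 35%, with every replicate also reaching that limit, limit read from the data; inconclusive = only one of the two criteria met; inactive = neither criterion met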;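 also: 0% = median of neutral control wells and 100% = no fluorescence left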
Target sequence (P55212 24-179 limits assumed): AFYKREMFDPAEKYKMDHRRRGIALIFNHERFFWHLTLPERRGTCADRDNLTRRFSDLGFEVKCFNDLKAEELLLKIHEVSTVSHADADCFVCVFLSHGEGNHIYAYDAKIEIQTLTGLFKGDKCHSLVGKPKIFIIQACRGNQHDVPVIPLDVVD
Target sequence (P55212 194-293 limits assumed): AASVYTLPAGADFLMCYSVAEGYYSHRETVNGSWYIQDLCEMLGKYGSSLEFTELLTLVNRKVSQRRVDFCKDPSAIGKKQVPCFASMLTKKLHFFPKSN
ARNT-TACC3 inh: disrupts binding between human ARNT and TACC3; inhibition, % at 9.99 µM; AlphaScreen His-ARNT PAS-B/GST-TACC3 binding, luminescence; TACC3 fragment carries E629A point mutation; AID 623870; hit rate 0.66% among 390,000; Q9Y6A5;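 active = mean inhibition of replicates at least 50% and at least half of replicates each reaching 50%; inconclusive = half or more replicates reach 50% but mean below 50%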;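 also: 0% = complete ARNT plus TACC3 wells and 100% = ARNT alone without TACC3; many hits fall short of the cut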
EWS-Fli block: inhibitors of EWS/Fli oncoprotein transcriptional activity; inhibition, % at 12.6 µM; A673 NR0B1-luciferase reporter, viability-normalised; hit rate 0.67% among 350,000; AID 651661;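 active = mean inhibition of at least 50% after viability correction, with every replicate also passing that limit; inconclusive = mean reaches 50% but only one of two replicates passes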;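 also: firefly luciferase signal divided by Alamar Blue viability fluorescence both relative to DMSO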
DENV2 CPE: inhibitors of DENV2 cytopathic effect; DENV2-infected cells, cytopathic effect rescue, plate reader; hit rate 1.7% among 350,000; CPE inhibition, % at 9.99 µM; in the data active = CPE inhibition above about 20%, passing the limit was not always enough; inconclusive = no clear call, values can overlap the other calls; tested in BHK-21 cells;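 also: 0% = median of neutral control wells and 100% = median of positive control wells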
Active calls of the source: *; ? = inconclusive; . = not tested or not shown. Not all compounds are listed; the hit share may differ from the screen's.

smiles	PAX8 reporter	SIRT5 inh	LGR2 inh	CASP6 VEID inh	ARNT-TACC3 inh	EWS-Fli block	DENV2 CPE
Cc1cccc(C)c1-n1nnnc1C(c1cccc2ccccc12)N1CCC(n2c(=O)[nH]c3ccccc32)CC1 (stereo not given)	-10	-2	16	-1	.	10	-4
O=C(Cc1ccncc1)N1CCCCN2[C@@H](CO)[C@H](c3ccc(-c4ccncc4)cc3)[C@@H]2C1	7	6	-12	1	5	.	8
CN1CCN(c2ccc(N)cc2Cl)CC1	9	1	6	-42	.	-6	-1
CCCCCCCC(=O)NC(Oc1ccccc1[N+](=O)[O-])C(Cl)(Cl)Cl (stereo not given)	.	2	-2	7	2	-9	7
CCCOP(=O)(OCCC)C(NC(=O)c1ccccc1)=C(Cl)Cl	8	0	-10	0	-7	-2	1
O=C1/C(=C/c2ccc3c(c2)OCO3)N2CCC1CC2	-20	2	5	-3	24	1	-4
CCCNC(=O)N1[C@H]2CC[C@@H]1C(C(=O)OC)=C(c1ccc(OC(F)(F)F)cc1)C2	14	.	.	4	0	1	-6
S=C(NCCc1ccccc1)N1Cc2cc(N3CCOCC3)ccc2-n2nncc2C1	27	1	5	3	.	3	4
COC(=O)C1=C(c2ccc(Cl)c(C(F)(F)F)c2)C[C@@H]2CC[C@H]1N2C(=O)NCc1ccco1	5	.	14	-5	-5	1	-8
COC(=O)C1=C(c2ccc(S(C)(=O)=O)cc2)C[C@@H]2CC[C@H]1N2C(=O)NCc1ccccc1	-4	-5	6	2	.	-10	8
COc1ccc(Cn2c(O)c(/C=N/NC(=O)c3ccccc3)c(=O)[nH]c2=O)cc1	10	5	5	0	40	10	-1
COc1cccc(OCc2cc(C(=O)N3C[C@H]4C[C@@H](C3)c3cccc(=O)n3C4)no2)c1	-228	8	-52	5	-24	-90	1
CCCCOC(=O)c1ccccc1C(=O)OCc1ccccc1	.	.	2	3	.	-3	16
Cc1ccccc1NS(=O)(=O)c1ccc(OCC(=O)N2CCN(C)CC2)cc1	-10	-3	-3	-3	1	.	2
COC(=O)C1=C(c2cccc(C#N)c2)C[C@@H]2CC[C@H]1N2C(=O)NC1Cc2ccccc2C1	-20	-5	.	0	.	-15	-14
CCOC(=O)C1(c2ccccc2)CCN(CCC(=O)Nc2cccc(Br)c2)CC1	57	-2	17	-1	7	25	-7
Cc1ccc2n1Cc1cnnn1-c1ccccc1-2	3	-2	6	0	.	-8	0
COC(=O)C1=C(c2ccc(C(C)=O)cc2)C[C@@H]2CC[C@H]1N2C(=O)N1CCC(C)CC1	-5	-4	-7	1	-7	1	?
N#CC(C#N)=Cc1ccc(O)c(O)c1	17	3	26	25	.	8	-5
CCOC(=O)C1CCN(/C=C2/C(=O)NC(=S)N(c3cccc(OC)c3)C2=O)CC1	-12	-3	-1	1	.	10	9
CC(C(=O)c1ccc2ccccc2c1)N1CCCCC1 (stereo not given)	-4	-8	-38	-2	2	-14	-2
CN1C(=O)C(Cc2ccccc2)C(=O)N(C)C1=O	.	0	11	1	-4	-10	9
COc1ccc(N2C(=O)NC(=O)/C(=C\c3ccc([N+](=O)[O-])s3)C2=O)cc1	9	20*	-1	52*	14	-5	-3
O=[N+]([O-])c1oc2ccc3ccccc3c2c1CCO	25	2	-9	2	17	3	-4
COc1ccc2[nH]c3c(c2c1)CCN=C3C	22	2	3	-6	11	14	3
O=C(O)c1cccc(NC(=O)N2C[C@H]3C[C@@H](C2)c2cccc(=O)n2C3)c1	.	6	12	0	-4	-3	-4
c1cncc(C2CCCCN2)c1 (stereo not given)	.	.	-8	-5	-28	5	-22
CCCCn1c(=O)c(C=Nc2ccc(Cl)cc2)c(O)n(Cc2ccco2)c1=O	13	-5	8	3	-4	11	5
C[C@]12CCC3[C@@H](CC[C@H]4C[C@@H](O)CC[C@]34C)C1CCC2=O (stereo not given in full)	-9	-1	4	0	25	3	-5
C1CC2NCCC3NCCC(N1)N32 (stereo not given)	37	1	6	-122	-9	9	2

Structures from the list above with a furan ring, fused or not (3):
smiles	PAX8 reporter	SIRT5 inh	LGR2 inh	CASP6 VEID inh	ARNT-TACC3 inh	EWS-Fli block	DENV2 CPE
COC(=O)C1=C(c2ccc(Cl)c(C(F)(F)F)c2)C[C@@H]2CC[C@H]1N2C(=O)NCc1ccco1	5	.	14	-5	-5	1	-8
O=[N+]([O-])c1oc2ccc3ccccc3c2c1CCO	25	2	-9	2	17	3	-4
CCCCn1c(=O)c(C=Nc2ccc(Cl)cc2)c(O)n(Cc2ccco2)c1=O	13	-5	8	3	-4	11	5

Continuation.
smiles	PAX8 reporter	SIRT5 inh	LGR2 inh	CASP6 VEID inh	ARNT-TACC3 inh	EWS-Fli block	DENV2 CPE
CCCCCCCCn1sccc1=O	.	.	6	-2	.	20	-13
CC(C)OP(=O)(O)NC(=O)c1ccccc1	1	-3	-35	1	-4	1	6
Cc1cc(O)c2c(C)c(CC(=O)N3C[C@H]4C[C@@H](C3)c3cccc(=O)n3C4)c(=O)oc2c1	.	.	9	0	9	-7	5
CCc1c(-c2ccccc2)nc2ccccc2c1C(=O)N1CCC2(CC1)OCCO2	-27	4	2	-3	-1	1	7
CC/C(=N\N1CCN(C)CC1)c1c(O)[nH]c(=O)[nH]c1=O	-7	.	8	.	1	.	.
CC(=NCCc1c[nH]c2ccccc12)c1c(O)n(Cc2ccccc2)c(=O)[nH]c1=O	1	-1	0	-3	-3	3	-5
O=C(O)C(O)(c1ccccc1)C1CCCCC1 (stereo not given)	-12	-8	5	7	-8	6	4
CCC(=O)C(CCN1CCOCC1)(c1ccccc1)c1ccccc1	11	-3	-9	0	-2	-2	2
O=S(=O)(c1ccc(Cl)cc1)N1Cc2cc(Br)ccc2-n2nncc2C1	8	0	10	4	.	9	0
COC(=O)C1=C(c2c(C)noc2C)C[C@@H]2CC[C@H]1N2C(=O)N1CCCC1	-8	.	-5	11	-1	-11	10
N#Cc1ccc(NC(=S)N2Cc3ccccc3-n3nncc3C2)cc1	-7	-2	12	1	.	8	13
CCOC(=O)C1CCN(/C=C2\C(=O)NC(=S)N(CC)C2=O)CC1	6	1	-2	2	.	7	8
Cc1ccc(CN(Cc2ccccc2)C(=S)NCC(=O)N2CCC3(CC2)OCCO3)o1	6	-4	14	1	9	5	5
CCOC(=O)c1cc2c(cn1)[C@H](CCO)NC2	-2	-5	13	12	59*	-1	-12
O=C(Cc1cccnc1)N1CCCCN2[C@H](C1)[C@H](c1ccc(C#CC3CC3)cc1)[C@@H]2CO	-11	0	.	0	.	-10	-2
O=P(Oc1ccccc1)(N1CCOCC1)N1CCOCC1	.	6	-22	2	9	0	-7
Cc1cc(N2CCNC[C@H]2C)ccc1N1CC[C@@H](O)C1	19	.	-1	-63	.	-24	2
CCOP(=O)(NC(C)C)Oc1ccc(SC)c(C)c1 (stereo not given)	-17	1	-6	-2	4	-7	-8
Cn1c(O)c(C=NC2CCN(Cc3ccccc3)CC2)c(=O)[nH]c1=O	10	-3	-6	-3	-3	5	-6
CC12CCC(O)CC1CCC1C2CCC2(C)C(C(=O)CC(O)C(F)(F)F)CCC12 (stereo not given)	0	-1	6	-3	-4	10	-10

Single values from the results shown:
Value for `C1CC2NCCC3NCCC(N1)N32` (stereo not given) in DENV2 CPE: 2
Value for `CC(C(=O)c1ccc2ccccc2c1)N1CCCCC1` (stereo not given) in PAX8 reporter: -4

Next section:
smiles	PAX8 reporter	SIRT5 inh	LGR2 inh	CASP6 VEID inh	ARNT-TACC3 inh	EWS-Fli block	DENV2 CPE
CC(=O)CC(=O)C1C(=O)N(C)C(=O)N(C)C1=O	-4	-4	15	-1	-4	-119	3
Cn1cc(C(=O)OCC(=O)NC2CCCC2)c2ccccc21	-9	-4	-16	-3	.	-11	5
O=P(Oc1ccccc1)(Oc1ccccc1)N1CCOCC1	-11	-9	-6	-6	-10	-4	3
Cc1ccccc1-n1c(O)c(/C=C2/C(c3ccccc3)=Nc3ccccc32)c(=O)[nH]c1=O	-37	11	46	5	-10	26	2
CNCC(O)c1cc(F)c(OCc2ccccc2)c(OCc2ccccc2)c1F (stereo not given)	6	-3	-16	-2	2	31	8
CCCCn1c(=O)c(C=Nc2cccnc2Cl)c(O)n(CCCCl)c1=O	8	0	19	6	-5	13	4
CCCN1[C@@H]2c3ccc(-c4cccc(C(=O)N(C)C)c4)c(=O)n3C[C@H]1[C@H](CO)[C@H]2C(=O)OC	-6	4	1	-1	25	12	10
C[N+]1(C)C2CCC1CC(OC(=O)c1c[nH]c3ccccc13)C2 (stereo not given)	3	1	2	-7	3	-2	5
CS(=O)(=O)c1ccc(C2=C(CNC(=O)c3cccs3)[C@H]3CC[C@@H](C2)N3Cc2ccco2)cc1	-4	-4	1	-3	.	6	1
C(#CCN1CCCC1)CN1CCCC1	2	3	11	-7	0	0	-5

Of the compounds above, 3 have a cyano group.
smiles	PAX8 reporter	SIRT5 inh	LGR2 inh	CASP6 VEID inh	ARNT-TACC3 inh	EWS-Fli block	DENV2 CPE
COC(=O)C1=C(c2cccc(C#N)c2)C[C@@H]2CC[C@H]1N2C(=O)NC1Cc2ccccc2C1	-20	-5	.	0	.	-15	-14
N#CC(C#N)=Cc1ccc(O)c(O)c1	17	3	26	25	.	8	-5
N#Cc1ccc(NC(=S)N2Cc3ccccc3-n3nncc3C2)cc1	-7	-2	12	1	.	8	13

Remaining list, next part
smiles	PAX8 reporter	SIRT5 inh	LGR2 inh	CASP6 VEID inh	ARNT-TACC3 inh	EWS-Fli block	DENV2 CPE
CC1[C@H]2Cc3ccc(O)cc3[C@]1(C)CCN2CCc1ccccc1 (stereo not given in full)	.	.	1	-3	4	8	?
COC(=O)Cn1cc(C=C2C(=O)N(C)C(=O)N(C)C2=O)c2ccccc21	26	2	-6	3	.	6	?
O=[N+]([O-])c1cc(Cl)c(Cl)cc1Cl	.	.	17	-5	.	7	-21
CCCC[N+]1(C)[C@@H]2CC(OC(=O)[C@H](CO)c3ccccc3)C[C@H]1[C@@H]1O[C@@H]12 (stereo not given in full)	2	-3	-5	-2	-2	-11	8
Cc1cc(OCC(=O)N2CCCN(C)CC2)ccc1Cl	-15	1	26	-12	13	-15	?
Cc1cc(=O)n(-c2ccccc2)n1-c1ccccc1	-8	.	1	.	-81	.	.
CCN(CC)CCOC(=O)C(O)(c1ccccc1)c1ccccc1	-2	-5	-1	0	-1	-5	-6
CCCCCCn1c(O)c(C=NCCN2CCOCC2)c(=O)[nH]c1=O	-18	-4	-8	-4	.	5	1
CC1CCCCC1NC1CCN(C)CC1 (stereo not given)	-16	-3	16	-109	26	-5	-2
CN(C)C(=O)Oc1ccc2c(c1)O/C(=C\c1ccccc1)C2=O	-81	-5	-87	0	14	-83	17
